# Integrin act MD: qHTS for Activators of Integrin-Mediated Alleviation for Muscular Dystrophy. alpha7betagal myoblasts, beta-gal FDG fluorescence, 48 h. Potency, µM (titrated, usually from 38.3 µM), for inactives: top-dose activation, usual class: activators. hit rate 0.064% among 350,000;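 also: potency is read from the fitted curve at half-maximal effect; 100% = response of the positive control SU9516; nearly all actives have a fitted effect of over 60% in size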
#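 alpha7betagal+/- myoblasts (passage 13, 250/well) treated 48 h at 37C with compounds at 1:260 dilution of DMSO stock. Lysed, then beta-galactosidase activity read as FDG fluorescence (ex 480/em 540) after 30 min, with pre-read for autofluorescence.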
# MLL CXXC-DNA inh: qHTS Fluorescence Polarization Assay for Inhibitors of MLL CXXC domain - DNA interaction; Histone-lysine N-methyltransferase 2A (Homo sapiens), Q03164; MLL-CXXC / FITC-HOXA9 DNA fluorescence polarization; Potency, µM (doses to about 115 µM), for the others: at the highest dose activity change, negative = inhibition, most hits filed as inhibitors; hit rate 0.037% among 290,000; AID 2662, 2010; active = well fitted inhibition curve with a large enough effect in the polarisation, with a control signal flat, not every such curve was filed as active; inconclusive = small, poorly fitted or top-dose-only effect, or effect the other way, or a change in a side signal; inactive = no such curve, though single readings can be large or run the other way; the % refers to the polarisation; also: potency is read from the fitted curve at half-maximal effect
#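 Purified MLL-CXXC (added from a 7 uM solution) was preincubated 5 min at ambient with pinned compounds in 50 mM Tris-HCl pH 7.5, 50 mM NaCl, 1 mM DTT, 0.05% BSA. Fluorescein-labeled HOX-A9 DNA (50 nM solution) followed, 30 min, then polarization read.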
# Mito fusion yeast: qHTS Assay for Small Molecule Inhibitors of Mitochondrial Division or Activators of Mitochondrial Fusion. AID 485298, 2010. Potency, µM (series often up to 46.1 µM), without a hit: top-dose growth rescue (activation), most hits filed as activators. hit rate 0.23% among 320,000. S. cerevisiae fusion-defective mutant growth rescue, CellTiterGlo 48 h;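 also: potency is read from the fitted curve at half-maximal effect; % of control where 0% means no effect; nearly all actives have a fitted effect of over 45% in size; temperature-sensitive fusion mutants such as fzo1-1 at 37 °C on non-fermentable ethanol glycerol medium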
#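 Read-out: ATP-based luminescence (CellTiterGlo, 10 min ambient) reporting growth of fusion-defective ts yeast after 48 hours at 37C on glycerol/ethanol YPEG medium in the presence of compound.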
# TSHR antagonist: Antagonists of the Thyroid Stimulating Hormone Receptor: HTS campaign. Thyrotropin receptor (Homo sapiens), P16473. TSHR-expressing cells, TSH-stimulated cAMP HTRF, 2 h; hits give low values. activity change, negative = inhibition, % at 11.5 µM. hit rate 0.2% among 330,000;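 active = activity change below a set negative limit, meaning inhibition stronger than a set level, cut at about -70% in these data; inconclusive = activity change between two set negative limits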; also: % is scaled to controls: 0 for no effect and ±100 for the full control effect
#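 TSHR-expressing cells were treated with compounds, then stimulated with TSH at EC80 (4nM final) for 2 hours at 37 deg C. Cellular cAMP was measured by HTRF competition between lysate cAMP and cAMP-d2 for a cryptate-labelled anti-cAMP antibody.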
# A-T KAP1 phos: qHTS Assay for Identifying a Potential Treatment of Ataxia-Telangiectasia; […] A-T fibroblasts, KAP-1 phosphorylation AlphaLISA; neocarzinostatin DNA damage 30 min before lysis; Potency, µM (titrated, usually from 57.5 µM), inactives show at the highest dose activation, hits mostly activators; hit rate 0.19% among 320,000; also: potency is read from the fitted curve at half-maximal effect; % of control where 0% means no effect; nearly all actives have a fitted effect of over 45% in size
#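 ATM-like activity read as KAP-1 phosphorylation via AlphaLISA donor/acceptor antibody pairs after lysis and 6 hr at 25C. Cells were ATM-null patient fibroblasts ([…], hTERT), dosed 60 min, then exposed to the DSB inducer NCS for 30 min.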
# TSG101-PTAP inh: qHTS Assay for Iinhibitors of HIV-1 Budding by Blocking the Interaction of PTAP/TSG101; Tumor susceptibility gene 101 protein (Homo sapiens), Q99816; Fluorescence polarization, FITC-PTAP peptide / Tsg101 binding; Potency, µM (top dose mostly 115 µM), for the others: at the highest dose activity change, negative = inhibition, usual class: inhibitors; 340,000 tested, under 10 active; AID 493005, 2010; active = well fitted inhibition curve with a large enough effect in the main read-out, with a control signal flat, not every such curve was filed as active; inconclusive = small, poorly fitted or top-dose-only effect, or effect the other way, or a change in a side signal; inactive = no such curve, though single readings can be large or run the other way; also: potency is read from the fitted curve at half-maximal effect; % of control where 0% means no effect
#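 Fluorescence anisotropy tracks displacement of a FITC-tagged PTAP peptide (50 nM) from the Tsg101 binding domain (10 uM), following a 20 min room-temperature incubation at pH 7.5.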
# S-ASM inh: Inhibitors of Secretory Acid Sphingomyelinase (S-ASM): qHTS; AID 504937, 2011; placental ASM, HMU-PC fluorogenic substrate, 60 min; Sphingomyelin phosphodiesterase (Homo sapiens), P17405; hit rate 0.006% among 340,000; Potency, µM (highest dose often 57.5 µM), for the others: top-dose activity change, negative = inhibition, hits mostly inhibitors; also: potency is read from the fitted curve at half-maximal effect
# Target sequence (P17405 47-631 limits assumed): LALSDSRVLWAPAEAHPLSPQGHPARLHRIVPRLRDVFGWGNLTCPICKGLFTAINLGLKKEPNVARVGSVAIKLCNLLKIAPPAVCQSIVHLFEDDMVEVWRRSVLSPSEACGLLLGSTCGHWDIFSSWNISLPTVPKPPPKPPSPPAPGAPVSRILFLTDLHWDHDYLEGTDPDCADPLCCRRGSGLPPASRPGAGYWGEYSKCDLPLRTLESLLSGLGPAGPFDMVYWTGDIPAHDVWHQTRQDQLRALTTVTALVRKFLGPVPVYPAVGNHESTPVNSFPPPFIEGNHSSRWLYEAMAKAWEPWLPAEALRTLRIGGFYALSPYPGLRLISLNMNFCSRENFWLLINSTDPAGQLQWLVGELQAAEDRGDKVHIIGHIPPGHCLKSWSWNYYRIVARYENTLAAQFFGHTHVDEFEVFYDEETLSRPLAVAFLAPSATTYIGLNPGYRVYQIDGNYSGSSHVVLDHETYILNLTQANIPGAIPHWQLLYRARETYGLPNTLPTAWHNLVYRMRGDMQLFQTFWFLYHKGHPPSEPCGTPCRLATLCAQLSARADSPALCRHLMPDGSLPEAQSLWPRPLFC
#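 Fluorogenic HMU-PC substrate (9 uM final) is turned over by placental ASM in 60 min at 37 C after a 10 min compound preincubation. Reaction ended by alkaline stop (pH 10), with fluorescence read at 386/447 nm.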
# Menin MLL FP TR: qHTS Assay for Inhibitors Targeting the Menin-MLL Interaction in MLL Related Leukemias: Competition With Texas Red Labeled MLL-derived Mutant Peptide; O00255; Menin + Texas Red MLL mutant peptide, fluorescence polarization; Potency, µM (doses to about 61.6 µM), for the others: at the top dose FP activity change, negative = inhibition, usual class: inhibitors; hit rate 0.23% among 270,000; AID 1768, 2009; active = well fitted inhibition curve with a large enough effect in the polarisation, with a control signal flat, not every such curve was filed as active; inconclusive = small, poorly fitted or top-dose-only effect, or effect the other way, or a change in a side signal; inactive = no such curve, though single readings can be large or run the other way; the % refers to the polarisation; also: potency is read from the fitted curve at half-maximal effect; % of control where 0% means no effect; many of its hits are not listed in these tables
# MBNL1 CUG block: qHTS Assay for Inhibitors of MBNL1-poly(CUG) RNA binding | Muscleblind-like protein 1 (Homo sapiens), Q9NR56 | TR-FRET MBNL1-His/biotin-(CUG)12 binding, 665/545 ratio | Potency, µM (top dose mostly 57.5 µM), without a hit: at the top dose activity change, negative = inhibition, hits mostly inhibitors | hit rate 0.036% among 280,000; active = well fitted inhibition curve with a large enough effect in the signal ratio, with a control signal flat, not every such curve was filed as active; inconclusive = small, poorly fitted or top-dose-only effect, or effect the other way, or a change in a side signal; inactive = no such curve, though single readings can be large or run the other way; the % refers to the signal ratio; also: potency is read from the fitted curve at half-maximal effect; % is scaled to controls: 0 for no effect and ±100 for the full control effect
# Target sequence (Q9NR56 whole entry, looked up): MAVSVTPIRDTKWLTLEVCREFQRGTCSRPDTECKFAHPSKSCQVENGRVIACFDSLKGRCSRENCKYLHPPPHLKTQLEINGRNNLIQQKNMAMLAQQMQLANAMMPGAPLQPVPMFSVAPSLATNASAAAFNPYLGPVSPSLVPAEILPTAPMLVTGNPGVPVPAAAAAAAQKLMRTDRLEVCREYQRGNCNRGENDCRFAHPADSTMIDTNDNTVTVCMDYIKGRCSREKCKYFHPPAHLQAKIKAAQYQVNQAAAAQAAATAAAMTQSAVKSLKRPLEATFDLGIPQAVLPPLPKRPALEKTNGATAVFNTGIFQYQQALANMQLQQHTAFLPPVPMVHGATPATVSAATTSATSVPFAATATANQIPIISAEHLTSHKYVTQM
#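 MBNL1-His + Biotin-(CUG)12, cpd titration 92 nM–58 uM; Tb anti-His Ab 0.055 ng/ul, SA-XL665 5 nM (final); 60 min RT; ratiometric 665/545 nm, Ex 340 nm; normalized to buffer and full-complex controls.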
# TCR activator: Activators of T cell receptors: qHTS campaign; Potency, µM (doses to about 9.22 µM), without a hit: at the highest dose activation of IL-2 secretion, most hits filed as activators; 330,000 tested, under 10 active; primary human leukocytes, anti-CD3, IL-2 HTRF, 48 h; also: % of control where 0% means no effect
#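 48 hr co-incubation of compounds, a-CD3 beads and primary human leukocytes; IL-2 quantified homogeneously by HTRF with anti-IL-2 K and d2 conjugates.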
# Numbers without * were called inactive; i = inactive; ? = inconclusive; / = not tested or not shown; [ ] = remark or other dose. Unless noted, calls follow the shape of the dose curve; as a rule, active = well fitted curve in the direction sought with a large enough effect; inconclusive = small, poorly fitted or top-dose-only effect, or another doubt; inactive = no such curve, though single readings can be large; an effect the other way counts as inactive or inconclusive.
SMILES,Integrin act MD,MLL CXXC-DNA inh,Mito fusion yeast,TSHR antagonist,A-T KAP1 phos,TSG101-PTAP inh,S-ASM inh,Menin MLL FP TR,MBNL1 CUG block,TCR activator
CCOC(=O)C1CCCN1C(=O)c1ccc(OC)c(Br)c1 (stereo not drawn),14%,-3%,-3%,-3,-1%,-5%,4%,2%,-1%,5%
COC(=O)c1cc(OC)c(OC)cc1NC(=O)Nc1ccc(OC)cc1OC,0%,1%,4%,-7,1%,-7%,9%,-3%,9%,-2%
Cc1ccc(S(=O)(=O)N2CCN(C(=O)COc3ccc(C)nc3[N+](=O)[O-])CC2)c(C)c1,-22%,1%,1%,-8,1%,0%,2%,0%,?,-11%
CCN(CC)S(=O)(=O)c1cccc(C(=O)Nc2cc(C)nn2-c2ccccc2)c1,-20%,9%,-1%,-18,4%,2%,3%,7%,-20%,-2%[46.1 µM]
O=C1CCC(C(=O)Nc2cccc3ccccc23)N1 (stereo not drawn),14%,-2%,-3%,14,-5%,0%,5%,?,9%,-3%
COc1ccc(OC)c(NC(=O)C2CCN(C(=O)C3CC(=O)N(c4ccc(C)cc4)C3)CC2)c1 (stereo not drawn),-18%,-9%,-3%,-6,-9%,4%,3%,/,5%,2%
CC(SC1CCCC1)C(=O)NC(C)(C#N)C(C)C (stereo not drawn),9%,-7%,2%,10,1%,-8%,0%,-5%,2%,1%
CC1=CC(c2ccccc2)=NS(=O)(=O)N1,6%,/,/,32,-2%,5%,3%,/,/,-13%[46.1 µM]
CN1CCN(C(=O)c2cn(-c3ccccc3)nc2-c2cccnc2)CC1,?,-1%,8%,6,3%,6%,-1%,/,-1%,3%
CCOc1ccc(N2C(=O)CC(NC3CCN(C(=O)c4cccc(Cl)c4)CC3)C2=O)cc1 (stereo not drawn),12%,-6%,-6%,4,-1%,0%,-1%,/,0%,-2%
CC1Cc2cc(S(=O)(=O)NCCC(=O)N(C)Cc3ccccc3)ccc2N1C(=O)C1CC1 (stereo not drawn),-33%,-3%,12%,-6,4%,-2%,-1%,0%,-1%,7%
Cc1ccccc1NC(=O)CN1C(=O)N/C(=C\c2cccn2-c2cccc(C(=O)O)c2)C1=O,-4%,-7%,1%,1,?,-1%,16%,8%,?,5%
Cc1c(NC(=S)N/N=C/c2cccc(O)c2)c(=O)n(-c2ccccc2)n1C,6%,12%,-2%,11,-3%,-5%,3%,0%,6%,/
CCN1C(=O)c2ccccc2S(=O)(=O)c2ccc(C(=O)NCCCN(CC(C)C)CC(C)C)cc21,?,-14%,-5%,17,-5%,-1%,-3%,/,-6%,2%
CN(C)S(=O)(=O)c1ccc(C(=O)OCCN=C2NS(=O)(=O)c3ccccc32)cc1,-20%,/,0%,-2,-2%,-1%,1%,11%,-7%,-1%
O=C(Nc1ccc(-n2ccc(C(F)(F)F)n2)cc1)Nc1cccc(Cl)c1,/,4%,3%,-27,10%,/,/,/,-12%,/
O=C(O)C1=C[C@@H](c2ccccc2)C[C@@H](OCCCCO)O1,3%,/,/,/,/,-2%,-1%,/,/,2%
O=C(CSc1nc2ccsc2c(=O)n1NC(=O)c1ccccc1)NCc1ccco1,18%,5%,0%,4,3%,-7%,-1%,-4%,0%,-2%
COc1ccccc1CNC(=O)c1cccc2c1C(=O)N(Cc1cccnc1)C2,-37%,1%,6%,-5,0%,-7%,7%,0%,-5%,8%
CC1CCCCC1NC(=S)NC(=O)c1sc2ccccc2c1Cl (stereo not drawn),11%,1%,-11%,-12,3%,0%,-4%,-2%,33%[activator],-6%
CCOP(=O)(OCC)C(Nc1ccccc1)c1ccco1 (stereo not drawn),11%,3%,10%,6,-5%,-7%,2%,-4%,-5%,-13%
Cc1cc(NC(=O)C2CC(=O)N(c3ccc(Cl)cc3)C2)no1 (stereo not drawn),16%,54%[activator],0%,-34,2%,-5%,8%,1%,-2%,2%
CCOC(=O)c1cnc2c(C)cccc2c1NCCCN1CCOCC1,0%,-15%,-1%,-3,2%,-2%,38%[activator],-9%,-3%,3%
COC(=O)c1ccc2nc(C(F)(F)F)[nH]c2c1,6%,-5%,4%,34,/,-4%,0%,0%,-15%,-3%
O=C(CCN1C(=O)c2ccccc2C1=O)Oc1ccc2ccccc2c1,0%,1%,4%,-8,0%,-3%,0%,?,-3%,0%
COc1cccc(CNC(=O)CCC(=O)n2ncc3cc(C)ccc32)c1OC,0%,/,-2%,3,-9%,0%,-1%,-4%,14%,7%
O=C(CSc1nnc(-c2ccco2)n1Cc1ccccc1)OC1CCCCC1,-11%,6%,-2%,-2,11%,0%,-2%,17%,11%,9%
COc1cccc(CN2CCNC(=O)C2CC(=O)NCCOc2cccnc2)c1OC (stereo not drawn),6%,-2%,-2%,2,9%,-7%,8%,-10%,7%,5%
CCn1c(=O)cc(NC2=NCC(C)CN2c2cccc(Cl)c2)n(C)c1=O (stereo not drawn),1%,-7%,4%,-10,-1%,1%,-3%,-1%,0%,2%
O=C(NCC1CCCO1)c1ccc2c(c1)S(=O)(=O)c1ccccc1C2=O (stereo not drawn),-16%,/,/,/,/,-6%,0%,/,/,2%
O=C(CN1N=C(c2ccccc2)CCC1=O)NCc1cccs1,-5%,-8%,1%,-2,6%,0%,0%,-20%,0%,/
O=C(O)CSc1nnc(-c2ccc(Cl)cc2)n1-c1ccccc1,/,-13%,-2%,-6,6%,/,/,-23%,16%,/
NS(=O)(=O)c1ccc(CCNC(=O)C(c2ccccc2)c2ccccc2)cc1,6%,-5%,-7%,-2,4%,2%,0%,-24%,5%,10%
Cc1c(CCOC(=O)c2ccc(Cl)cc2Cl)sc[n+]1CC(=O)c1ccccc1,-54%[inhibitor],/,/,-5,6%,-2%,-1%,/,/,-5%
Cc1ccc(NC(=O)CSc2n[nH]c(-c3cccnc3)n2)c(Br)c1,3%,9%,16%,-2,13%,0%,1%,-1%,-1%,7%
CCn1c(NC(=O)C(C)C)c2ccccc2nc1=O,-20%,-8%,-2%,24,-2%,-2%,i,12%,-6%,12%
O=C(CCCCCN1C(=O)c2cccc3cccc(c23)C1=O)NCCO,-9%,9%,8%,4,0%,-2%,9%,0%,?,-6%
C#CCOCCOCCOCCNc1nc(N2CCN(C(=O)[C@H](CCC(=O)O)n3cc(C(N)CC(C)C)nn3)CC2)nc(N2CCN(C(=O)[C@H](CCC(=O)O)n3cc(C(N)[C@H](C)CC)nn3)CC2)n1 (stereo partly drawn),10%,-12%,-2%,15,5%,0%,6%,-4%,-15%,-1%
CCOc1cc(C2CC(=O)NC(SCC)=C2C#N)ccc1O (stereo not drawn),5%,8%,1%,-3,6%,-2%,-1%,2%,13%,1%
CCn1c(COc2ccc3c(c2)OCO3)nnc1SCC(=O)O,4%,-5%,4%,24,/,-1%,0%,-8%,?,-7%[46.1 µM]
O=c1[nH]c(CN2CCCC2)nc2sc3c(c12)CCC3,-13%,2%,-1%,0,8%,0%,32%,0%,-4%,4%
CCOc1ccc(NC(=O)c2cc([N+](=O)[O-])ccc2N2CCOCC2)cc1,20%,/,-1%,-2,-2%,-3%,-5%,/,/,3%
Cn1c(=O)c2nc(SCc3ccccc3)n(C)c2n(C)c1=O,?,/,/,/,/,-5%,5%,/,/,1%
COc1ccc(C)cc1NC(=O)CCC(=O)Nc1nnc(C2CCCCC2)s1,-22%,23%,-9%,9,9%,1%,-2%,?,1%,-7%
COc1ccc(OCc2nc(N)nc(Nc3ccc(C)cc3)n2)cc1,-15%,7%,4%,5,7%,-2%,-4%,?,-11%,-2%

# Screening data as filed in PubChem BioAssay.

# The list is partial (hit frequency here may not be typical).
